Screening results: PubChem, several laboratories
TRPC4 PAM: positive allosteric modulators of TRPC4, primary screen, cell-based, mouse TRPC4beta, HEK293 mu-opioid, Fluo-4 calcium; Short transient receptor potential channel 4 (Mus musculus), Q9QUQ5; DAMGO EC20, Fluo-4 Ca2+ flux; active compounds read high; B-score at 10 µM; 310,000 compounds, 0.42% hits; AID 2227, 2009;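 active = B-score of calcium response area above 5 SD of library B-scores, with initial fluorescence ratio within 5 SD of library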;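 note: B-score of integrated fluorescence ratio over time as area under calcium response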
KCNQ1 pot: potentiators or activators of KCNQ1 channel, primary screen, cell-based, thallium flux, high-throughput; Potassium voltage-gated channel subfamily KQT member 1 (Homo sapiens), P51787; B-score at 10 µM; 310,000 compounds, 0.35% hits; AID 2648, 2010; CHO-K1 KCNQ1, thallium flux FluxOR fluorescence; active compounds read high;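 active = fluorescence ratio B-score, a plate-corrected score, at least three library SD, with initial intensity B-score within 5 SD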
Target sequence (P51787 whole entry, looked up): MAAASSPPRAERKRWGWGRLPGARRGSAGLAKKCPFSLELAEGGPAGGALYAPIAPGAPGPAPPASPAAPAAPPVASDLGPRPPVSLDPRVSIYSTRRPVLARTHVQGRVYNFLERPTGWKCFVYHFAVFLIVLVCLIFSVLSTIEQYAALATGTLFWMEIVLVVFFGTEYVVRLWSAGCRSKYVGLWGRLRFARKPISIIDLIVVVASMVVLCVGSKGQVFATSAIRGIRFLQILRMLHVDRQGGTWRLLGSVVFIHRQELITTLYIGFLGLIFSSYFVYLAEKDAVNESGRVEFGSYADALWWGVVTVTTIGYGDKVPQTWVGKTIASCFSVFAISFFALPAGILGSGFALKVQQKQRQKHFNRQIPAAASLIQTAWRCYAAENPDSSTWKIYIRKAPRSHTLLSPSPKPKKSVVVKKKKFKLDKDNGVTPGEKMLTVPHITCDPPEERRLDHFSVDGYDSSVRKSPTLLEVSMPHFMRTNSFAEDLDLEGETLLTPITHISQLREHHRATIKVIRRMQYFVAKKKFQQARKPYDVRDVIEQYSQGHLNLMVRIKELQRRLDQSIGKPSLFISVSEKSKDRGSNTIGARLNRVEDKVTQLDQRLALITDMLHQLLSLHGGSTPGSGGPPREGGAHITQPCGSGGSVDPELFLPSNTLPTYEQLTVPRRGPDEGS
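Assay system: CHO-K1 cells stably expressing KCNQ1; Medium: assay buffer with matched DMSO; Also added: K+/Tl+ depolarizing stimulus; Dosing: single dose; Timing: dye 90 min, compound 20 min, room temperature; Measured by: kinetic FluxOR thallium fluorescence, 10-s 1-Hz baseline, 110-s post-stimulus read; Read-out: peak-minus-minimum fluorescence over initial fluorescence, negative-control normalized, B-scored.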
TRPC4 act: activators of mouse TRPC4 channel, primary screen, Fluo4 calcium, HEK293 TRPC4beta/mu-opioid cells | Short transient receptor potential channel 4 (Mus musculus), Q9QUQ5 | Fluo4 calcium fluorescence; active compounds read high | B-score at 10 µM | 310,000 compounds, 0.49% hits | AID 2237, 2010;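 active = B-score above 5 SD of library B-scores, and initial fluorescence ratio not above library mean plus 5 SD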;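 note: positive B-score marks a calcium rise read as TRPC4 activation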
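Assay system: HEK293 stable line with TRPC4beta plus mu-opioid receptor; schedule: 45 min room-temperature Fluo4 loading, 110 s read; technique: kinetic Fluo4 calcium fluorescence; evaluation: integrated baseline-normalised fluorescence ratio, converted to per-well B score; controls: buffer (low) and maximal DAMGO (high)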
DYRK1A inh: rat Dyrk1A kinase inhibitors, primary screen, biochemical, single point, plate reader; Dual specificity tyrosine-phosphorylation-regulated kinase 1A (Rattus norvegicus), Q63470; ADP-Glo luminescence, NFATc1 peptide; inhibition, % at 12.5 µM; 310,000 compounds, 0.43% hits; AID 504441, 2011; in the data active = inhibition above about 50%;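 note: plate controls were vehicle with enzyme for no effect and no enzyme for full effect; many of its hits are not listed in these tables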
Platelet DG rel: inhibitors of platelet dense granule secretion, primary screen, cell-based, MLPCN, human platelets; human platelet-rich plasma, SFLLRN dense granule ATP release, luminescence; inhibition, %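 (compounds screened at 7.5 µM in platelet-rich plasma)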; 300,000 compounds, 0.22% hits; AID 1663, 2009;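 active = mean replicate score, as percent of positive control, at or above 50; inconclusive = mean below 50 but at least one replicate at or above 50; inactive = mean and every replicate below 50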
KCNQ1 inh: inhibitors of human KCNQ1 channel, primary screen, cell-based, thallium flux, high-throughput | CHO-K1 KCNQ1, FluxOR thallium flux fluorescence; active compounds read high | B-score at 10 µM | 310,000 compounds, 1.3% hits;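 active = compounds whose thallium flux B-score, printed positive for inhibition, exceeds three library SD while starting fluorescence stays within three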;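 note: channel opened by potassium depolarization with thallium stimulus after 20 min compound exposure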
TRPC4 block: inhibitors of mouse TRPC4 channel, primary screen, Fluo4 calcium, HEK293 TRPC4beta/mu-opioid cells; Short transient receptor potential channel 4 (Mus musculus), Q9QUQ5; DAMGO-evoked Fluo4 calcium flux; active compounds read low; B-score at 10 µM; 300,000 compounds, 0.39% hits; AID 2247, 2010;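 active = B-score over 3 SD under the library average, no early fluorescence shift, positive overall ratio signal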
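System: stable TRPC4beta/mu-opioid receptor HEK293 cells; Dosing: single-point compound dosing; Measured by: Fluo4 Ca2+ flux fluorescence; Read-out basis: per-well B score of integrated baseline-normalized Fluo4 ratio.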
KCNK3 block: human KCNK3 channel inhibitors, primary screen, CHO cells, FluxOR thallium flux, B-score. FluxOR fluorescence; active compounds read low. Potassium channel subfamily K member 3 (Homo sapiens), O14649. 340,000 compounds, 0.84% hits. B-score at 10 µM;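 active = B-score under library mean minus 4 SD, starting fluorescence ratio at most library mean plus 5 SD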;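 note: more negative B-score means stronger inhibition of thallium flux through KCNK3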
PolyA inh: polyadenylation inhibitors in yeast reporter cells, primary screen, luminescence, S. cerevisiae; S. cerevisiae SKY197-pL101 polyadenylation reporter, beta-gal luminescence; efflux-impaired pdr1/pdr3 knockout yeast; score 100 = 6 SD above DMSO; calls only at 12 µM; 300,000 compounds, 0.02% hits;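 active = lowest replicate activity score at least 50, where 100 means six control SD above control mean; inconclusive = lowest score under 50 but half or more replicates reach 50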;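 note: yeast exposed to compound for 9 h at 30 °C; higher score means more reporter readthrough which indicates perturbed polyadenylation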
hERG rescue: hERG rescue from dofetilide block, primary screen, cell-based, CHO-hERG, FluxOR thallium flux, dofetilide IC70; 310,000 compounds, 0.51% hits; AID 1511, 2009; Voltage-gated inwardly rectifying potassium channel KCNH2 (Homo sapiens), Q12809; dofetilide IC70 present; activation (rescue from dofetilide block), less the hit threshold, % at 10 µM;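 active = activation above the mean of controls blocked by dofetilide plus 5 SD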;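 note: thallium influx through hERG after potassium depolarization seen as dye fluorescence rise; in these data hits start at about 4.7%; inactives centre near -7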
KCNK9 block: KCNK9 potassium channel inhibitors, primary screen, HEK293 cells, thallium flux; FluxOR thallium flux fluorescence; active compounds read low; B-score at 10 µM; 310,000 compounds, 1.2% hits;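 active = ratio B-score over 3 SD below the library mean, with starting fluorescence within 5 SD of its mean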;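 note: negative B-score means less thallium flux so channel inhibition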
Target sequence (Q9NPC2 whole entry, looked up): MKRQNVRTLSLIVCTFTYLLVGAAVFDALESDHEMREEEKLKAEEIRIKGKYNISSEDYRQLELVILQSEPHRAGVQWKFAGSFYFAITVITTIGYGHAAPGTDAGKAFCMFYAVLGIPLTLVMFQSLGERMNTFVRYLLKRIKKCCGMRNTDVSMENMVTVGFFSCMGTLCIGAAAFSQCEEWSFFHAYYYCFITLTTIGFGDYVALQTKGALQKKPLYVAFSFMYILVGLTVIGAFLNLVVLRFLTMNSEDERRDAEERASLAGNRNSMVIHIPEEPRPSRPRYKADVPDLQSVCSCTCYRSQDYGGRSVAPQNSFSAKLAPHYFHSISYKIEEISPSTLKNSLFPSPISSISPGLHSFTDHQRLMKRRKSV
* marks the source's active call; other numbers are inactive results; i = inactive; ? = inconclusive; . = not tested or not shown.

| Molecule | TRPC4 PAM | KCNQ1 pot | TRPC4 act | DYRK1A inh | Platelet DG rel | KCNQ1 inh | TRPC4 block | KCNK3 block | PolyA inh | hERG rescue | KCNK9 block |
| --- | --- | --- | --- | --- | --- | --- | --- | --- | --- | --- | --- |
| CCCc1cc(C(=O)Nc2cc(C)ccc2O)no1 | i | i | i | 4 | 12 | i | i | i | i | -4 | i |
| Cc1ccccc1-c1nnc(SCC(=O)NC2CCCC2)n1C | i | i | i | -2 | 18 | i | i | i | i | -16 | i |
| CCn1c(=N)c(S(=O)(=O)c2ccc(F)cc2)cc2c(=O)n3ccccc3nc21 | i | i | i | -1 | 3 | i | i | i | i | -4 | i |
| Cc1nn(Cc2ccccc2)c(C)c1NC(=O)c1cc2nc(-c3ccco3)cc(C(F)(F)F)n2n1 | i | i | i | 1 | -4 | i | i | i | i | -20 | i |
| O=C(Cn1nnc(-c2cccc(C(F)(F)F)c2)n1)N1CCCCCC1 | i | i | i | 0 | -15 | i | i | i | i | 5.1* | i |
| CCc1ccc(OC(C)c2nnc(SCC(=O)Nc3ncccc3C)n2C)cc1 (centres undefined) | i | i | i | 3 | -11 | i | i | i | i | -3 | i |
| C[C@H](N)c1nnc(SCC(=O)c2ccc(Cl)cc2)o1 | i | i | i | -6 | 7 | i | i | i | i | -8 | i |
| COc1ccc(S(=O)(=O)CCC(=O)N2CCN(c3ccccc3F)CC2)cc1 | i | i | i | -2 | 13 | i | i | i | i | -7 | i |
| NC(=O)N/N=C/c1cc(Br)ccc1OC(=O)c1ccccc1 | i | i | i | 5 | -4 | i | i | i | i | -10 | i |
| COc1ccc(CCC(=O)Nc2ccc(-c3noc(-c4ccc(OC)c(OC)c4)n3)cc2)cc1 | i | i | i | -1 | 1 | i | i | i | i | -4 | i |
| Cc1ccc(-c2cc(C(F)F)nc(NCc3cccs3)n2)cc1 | i | i | i | -5 | 2 | i | i | i | i | -9 | i |
| CC(C)C(=O)Nc1ccc(NC(=S)NC(=O)c2ccccc2F)cc1 | i | i | i | 0 | ? | i | i | i | i | -8 | i |
| O=S(=O)(NCC(Nc1ccccc1)c1ccccc1)c1ccc(Cl)cc1 (centres undefined) | i | i | i | 6 | 16 | i | i | i | i | -10 | i |
| Cc1ccc2c(n1)CC(C)(C)CC2=O | i | i | i | -1 | 2 | i | i | i | i | -5 | i |
| COc1ccc(C(C(=O)NC2CCCCC2)N(C(=O)c2sc(C)nc2C)c2ccccc2)cc1 (centres undefined) | i | i | i | -2 | 1 | i | i | i | i | -5 | i |
| O=C(CCNC(=O)c1ccccc1Cl)NCC(c1ccc(F)cc1)N1CCOCC1 (centres undefined) | i | i | i | -4 | 7 | i | i | i | i | -8 | i |
| FC(F)Oc1ccc(NC(=S)NCc2cccnc2)cc1 | i | i | i | . | 11 | i | i | i | . | -22 | i |
| CCN1CCN(c2nc(-c3ccccc3)c3ccccc3n2)CC1 | i | i | i | -3 | -3 | i | i | i | i | -18 | i |
| O=C(NCc1ccc2c(c1)OCO2)Nc1cccc(Cl)c1 | i | i | i | -4 | -5 | i | i | i | i | -3 | i |
| Cc1cc(C(=O)COC(=O)c2csc3c2CCCC3)c(C)n1C | i | i | i | -7 | -3 | i | i | i | i | -7 | i |
| CC(C)NC(=O)CSc1nnc(C2CC2)n1-c1ccccc1 | i | i | i | -2 | -11 | i | i | i | i | -9 | i |
| Cc1cc(=O)[nH]c2ccc(S(=O)(=O)Nc3ccccc3)cc12 | i | i | i | 12 | 0 | i | i | i | i | -6 | i |
| CC(C)C(=O)Nc1ccc(C(=O)N/N=C/c2cc(Br)cc(Br)c2O)cc1 | i | i | i | -4 | -3 | i | i | i | i | -19 | i |
| COC(=O)c1ccc(C(=O)N(Cc2ccccc2)c2ccccc2)cc1 | i | i | i | 1 | -8 | i | i | i | i | -11 | i |
| O=[N+]([O-])c1ccc(-c2nnc3n2CCCCC3)cc1 | i | i | i | -1 | 0 | i | i | i | i | -7 | i |
| COc1cc(/C=N/Nc2ccc(C(=O)O)cc2)ccc1O | i | i | i | 5 | 9 | i | i | i | i | -8 | i |
| CCOC(=O)N1CCN(c2nc3ccccn3c(=O)c2C=O)CC1 | i | i | i | 2 | 8 | i | i | i | i | -1 | i |
| CCOc1ccccc1CN1CCN(S(=O)(=O)CC)CC1 | i | i | i | -5 | 0 | i | i | i | i | -8 | i |
| c1ccc(-c2csc(Nc3cccnc3)n2)cc1 | i | i | i | 6 | 2 | i | i | i | i | -3 | i |
| CC1(CCc2ccccc2)NC(=O)N(Cc2cc([N+](=O)[O-])cc3c2OCOC3)C1=O (centres undefined) | i | i | i | 31 | -2 | i | i | i | i | -8 | i |
| COc1ccccc1C1(O)CC2CCC(C1)N2S(=O)(=O)c1ccc(C(C)=O)cc1 (centres undefined) | i | i | i | 1 | -4 | i | i | i | i | -8 | i |
| CCN(CC)c1ccc(/C=N/NC(=O)C(O)(c2ccccc2)c2ccccc2)o1 | i | i | i | . | -7 | i | i | . | i | -10 | i |
| O=C(NCc1ccccc1)C1=C[C@@H](C2CCCCC2)C[C@@H](OCCCCO)O1 | i | i | i | 14 | -1 | i | i | i | i | -8 | i |
| N#Cc1cccc(C(c2nnnn2CCc2ccccc2)N2CCN(C3CCCCC3)CC2)c1 (centres undefined) | i | i | i | -15 | -4 | i | i | i | i | -7 | i |
| O=C(CSC1=N/C(=C/c2ccco2)C(=O)N1c1ccc(OC(F)F)cc1)NC1CCS(=O)(=O)C1 (centres undefined) | i | i | i | 0 | -1 | i | i | -8.9* | i | -10 | i |
| COc1ccc(CNC2c3ccccc3-c3ccccc32)cc1OC | i | i | i | 7 | -11 | i | i | i | i | -6 | i |
| O=C(CCCn1c(SCC(=O)c2ccc(Cl)cc2)nc2ccccc2c1=O)NCc1ccco1 | i | i | i | 0 | -2 | i | i | i | i | -7 | i |
| Cc1ccc(OCCCC(=O)N(C)CC(=O)Nc2ccccc2Br)cc1 | i | i | i | 3 | 2 | i | i | i | i | -14 | i |
| CCOc1cccc(C2CC(=O)Nc3cc(OC)c(OC)cc32)c1 (centres undefined) | i | i | i | -4 | 7 | i | i | i | . | -1 | i |
| CC1CCc2[nH]c3ccc(C(=O)N(C)CC(=O)Nc4ccccc4C(F)(F)F)cc3c2C1 (centres undefined) | i | i | i | 5 | 6 | i | i | i | i | -15 | i |
| CCCCCCSc1nc(O)c(C2OC(=O)c3c2ccc(OC)c3OC)c(=O)n1CC (centres undefined) | i | i | i | 2 | 0 | i | i | i | i | -5 | i |
| CCOC(=O)c1cncc(NC(=O)c2ccccc2)c1 | i | i | i | 4 | -1 | i | i | i | i | -9 | i |
| CCOc1cc(/C=C2/C(=O)N(c3ccccc3)N=C2C)ccc1OC(=O)c1cccs1 | i | i | i | -3 | 5 | i | i | i | i | -2 | i |
| COc1cc2c(cc1OC)CN(C(=O)c1ccc3nc[nH]c3c1)CC2 | i | i | i | -1 | 2 | i | i | i | i | -1 | i |
| NC(=O)c1cc(NC(=O)c2cc(Br)c(Br)s2)cc(C(N)=O)c1 | i | i | i | 11 | 13 | i | i | i | i | -9 | i |
| CC(C)=CCC/C(C)=C/Cc1c(O)ccc(C(=O)/C=C/c2ccc(O)cc2)c1O | i | i | i | -6 | -2 | i | i | i | i | -7 | i |
| O=C(Nc1ccc(N2CCN(Cc3ccccc3F)CC2)cc1)c1ccc([N+](=O)[O-])o1 | i | i | i | 2 | -14 | i | i | i | i | -9 | i |
| CN(C)NC(=S)Nc1cccc(Cl)c1 | i | i | i | . | -4 | i | i | i | i | -4 | i |
| Cc1cccc(CSc2ccc3nnc(-c4ccccn4)n3n2)c1 | i | i | i | . | -1 | i | i | i | i | -8 | i |
| O=C1OCc2ccc(NC(=O)C3CC3)cc21 | i | i | i | 9 | -3 | i | i | i | i | -12 | i |
| Cn1c(=O)n(CCc2ccccc2)c(=O)c2c1nc1n2CCCN1CCc1ccccc1 | i | i | i | -8 | -5 | i | i | i | i | -14 | i |
| O=C(O)c1ccc(N/C(=N\S(=O)(=O)c2ccc(Cl)cc2)c2ccccc2)cc1 | i | i | i | 2 | 4 | i | i | i | i | -11 | i |
| CCOC(=O)c1ccc(CSc2nnc(-c3ccncc3)n2N)cc1 | i | i | i | 3 | 0 | i | i | i | i | -10 | i |
| CCCCCC(=O)N/N=C/c1cccs1 | i | i | i | 5 | -5 | i | i | i | i | -11 | i |
| Cc1cccc(C(=O)NNC2=C(C(=O)C(F)(F)F)CCC2)c1O | i | i | i | 25 | -2 | i | i | i | i | -15 | i |
| O=C(c1ccccc1)c1ccc(O)cc1O | i | i | i | 5 | 6 | i | i | i | i | -32 | i |
| Cc1cc(NCc2ccccc2)n2ncc(-c3ccccc3)c2n1 | i | i | i | 5 | -1 | i | i | i | i | -6 | i |
| CN(C)S(=O)(=O)c1cc(NC(=O)COC(=O)/C=C/c2ccco2)ccc1Cl | i | i | i | -3 | 9 | i | i | i | i | -16 | i |
| CC1CC(NC(=O)/C=C/C(=O)O)CC(C)(C)C1 (centres undefined) | i | i | i | . | -4 | i | i | i | i | 0 | i |
| O=C(O)c1cccc(NC(=S)N/N=C/c2c[nH]c3ccccc23)c1 | i | i | i | 7 | -6 | i | i | i | i | -7 | i |
| O=C(NCCC(=O)N1CCCC1)c1ccccc1Cl | i | i | i | 1 | -1 | i | i | i | i | -7 | i |
| COc1ccccc1Cc1nc(-c2ccc(C)cc2)no1 | i | i | i | -9 | -6 | i | i | i | i | -16 | i |
| Cc1ccc(C(=O)Cn2cnc3ccccc3c2=O)cc1 | i | i | i | -5 | . | i | i | i | . | -6 | i |

Only part of the results is shown. The share of hits here may be higher or lower than overall.
